Assay outcomes (PubChem)
aGlu spleen mod – inhibitors or activators of human alpha-glucosidase in spleen homogenate | P10253 | human spleen homogenate, 4-MU-alpha-glucoside fluorescence | Potency, µM (highest dose often 79.9 µM), for inactives: at the top dose activity change, negative = inhibition, usual class: inhibitors | actives 0.006% (n = 240,000) | AID 2112;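 also: 0% = enzyme with vehicle and -100% = no enzyme basal signal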
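Compounds were titrated against alpha-glucosidase in spleen homogenate at pH 5.0, with 1 mM 4-methylumbelliferyl substrate for 40 min at 37 C. Reactions were quenched with pH 10 NaOH/glycine and fluorescence measured.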
RECQ1 helicase – blocks DNA unwinding by human RECQ1. P46063. RECQ1 DNA unwinding, red fluorescence kinetic read. Potency, µM (series often up to 57.3 µM), inactives show at the top dose activity, negative = inhibition, most hits filed as inhibitors. actives 0.54% (n = 240,000);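 also: plate controls were vehicle for no effect and no enzyme for full effect; nearly all actives have a fitted effect of over 30% in size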
Target sequence (P46063 whole entry, looked up): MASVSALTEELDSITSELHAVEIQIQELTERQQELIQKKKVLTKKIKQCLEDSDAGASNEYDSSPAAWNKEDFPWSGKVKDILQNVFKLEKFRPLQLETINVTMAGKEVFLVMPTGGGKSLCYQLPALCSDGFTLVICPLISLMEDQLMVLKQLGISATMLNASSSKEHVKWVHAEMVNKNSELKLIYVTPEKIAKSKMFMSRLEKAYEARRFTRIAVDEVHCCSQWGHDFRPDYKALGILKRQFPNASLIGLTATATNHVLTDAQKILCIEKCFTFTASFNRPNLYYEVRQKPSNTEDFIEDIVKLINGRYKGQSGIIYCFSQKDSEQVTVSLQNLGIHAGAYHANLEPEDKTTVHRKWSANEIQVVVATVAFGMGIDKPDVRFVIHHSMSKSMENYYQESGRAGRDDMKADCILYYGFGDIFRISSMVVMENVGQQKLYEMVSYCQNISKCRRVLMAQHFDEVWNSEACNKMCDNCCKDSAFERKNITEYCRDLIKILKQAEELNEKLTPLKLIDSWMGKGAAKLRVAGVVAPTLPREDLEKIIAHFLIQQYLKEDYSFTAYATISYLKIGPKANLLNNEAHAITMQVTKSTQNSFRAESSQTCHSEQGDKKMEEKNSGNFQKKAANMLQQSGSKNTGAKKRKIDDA
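RECQ1T1 50 nM; forked duplex (20 bp + 30-nt ss tails) 200 nM, ATP 2 mM final; pH 8.0, 2 mM MgCl2, 2.5 ug/ml poly(dI-dC); 15 min compound preincubation; discontinuous kinetic read over 2 h at RT.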
GoLoco inh red – blocks human Gai1 binding to RGS12 GoLoco peptide, red readout | Gai1:RGS12 GoLoco peptide FP, rhodamine, 10 min | P63096 | Potency, µM (series often up to 61.6 µM), without a hit: at the top dose activity, negative = inhibition, most hits filed as inhibitors | actives 0.44% (n = 230,000); active = well fitted inhibition curve with a large enough effect, not every such curve was filed as active; inactive = no such curve, though single readings can be large or run the other way; also: nearly all actives have a fitted effect of over 30% in size; many of its hits are not listed in these tables
Target sequence (P63096 whole entry, looked up): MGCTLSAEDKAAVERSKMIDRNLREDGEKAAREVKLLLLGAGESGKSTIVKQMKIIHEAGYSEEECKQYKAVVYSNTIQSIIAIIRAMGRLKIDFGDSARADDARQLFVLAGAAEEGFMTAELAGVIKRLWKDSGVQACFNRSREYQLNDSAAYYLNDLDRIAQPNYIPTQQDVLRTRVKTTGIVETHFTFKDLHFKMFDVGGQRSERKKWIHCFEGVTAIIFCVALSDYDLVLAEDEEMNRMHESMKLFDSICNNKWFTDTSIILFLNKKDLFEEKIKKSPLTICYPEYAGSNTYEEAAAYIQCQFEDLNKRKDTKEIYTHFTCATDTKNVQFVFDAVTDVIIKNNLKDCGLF
* = called active by the depositor; i = inactive; [ ] = dose if it differs, or a comment. Unless noted, calls follow the shape of the dose curve; as a rule, active = well fitted curve in the direction sought with a large enough effect; inconclusive = small, poorly fitted or top-dose-only effect, or another doubt; inactive = no such curve, though single readings can be large; an effect the other way counts as inactive or inconclusive. Unless noted, % is scaled to controls: 0 for no effect and ±100 for the full control effect; potency is read from the fitted curve at half-maximal effect. Only part of the results is shown; the hit share may differ from the screen's.

SMILES	aGlu spleen mod	RECQ1 helicase	GoLoco inh red
Cc1noc(C)c1C(=O)N1CCC[C@@]2(CCN(c3ncccn3)C2)C1	-11%	-11%	6%
Cc1noc(C)c1-c1cncnc1N1CCN(C)CC1	-2%	1%	5%
Cn1cccc1C(=O)N1CCC2(CCCN(c3ccccc3)C2)CC1	-12%	-10%	167%[activator]
FC(F)(F)c1ccccc1-c1ccc2ncnc(NCCN3CCOCC3)c2c1	6%	1%	10%
Cn1c(=O)c(-c2cc(F)cc(F)c2)nc2cncnc21	-3%	2%	6%
COc1ccc2[nH]cc(CCNc3ncnc4ccc(-c5ccc6c(c5)OCO6)cc34)c2c1	-9%	i	10%
COc1ccc(C(=O)N2CCC3(CC2)CN(c2ccccn2)C3)cc1	0%	i	8%
COc1ccc(-n2c(=O)c(-c3cccs3)nc3cnc(N4CCN(C)CC4)nc32)cc1	-2%	i	6%
O=c1c(-c2cc(F)cc(F)c2)nc2cncnc2n1Cc1ccccc1	-2%	-7%	-1%
O=S(=O)(c1ccccc1)N1CCC2(CCN(C(c3ccccc3)c3ccccc3)CC2)CC1	-5%	-5%	-2%
CNc1nc(-c2cccc(C#N)c2)nc2ccccc12	10%	i	10%
O=C(c1cnccn1)N1CCC2(CC1)CCN(c1ncccn1)CC2	-11%	-9%	6%
N#Cc1cccc(-c2nccc(-n3ccnc3)n2)c1	-3%	i	-3%
CC(C)NC(=O)N1CCC2(CC1)CCN(S(C)(=O)=O)CC2	15%	-13%	6%
COc1ccc2[nH]cc(CCNc3nc(-c4cccc(C#N)c4)nc4ccccc34)c2c1	-1%	i	3%
Cc1cnc(CNc2nc(-c3c(C)noc3C)nc3ccccc23)cn1	4%	i	0%
Cc1ccccc1-c1cc(N(C)Cc2ccco2)ncn1	0%	i	-2%
FC(F)(F)c1ccccc1-c1nc(NC2CC2)c2ccccc2n1	-8%	-9%	12%
N#Cc1cccc(NC(=O)N2CC3(CCN(C(=O)c4cnccn4)CC3)C2)c1	-6%	-5%	-5%
COc1ccc(-n2c(=O)c(C)nc3cnc(Oc4ccccc4)nc32)cc1	9%	-10%	49%[activator]

Pulled by compound from above (2):
SMILES	aGlu spleen mod	RECQ1 helicase	GoLoco inh red
COc1ccc(-n2c(=O)c(-c3cccs3)nc3cnc(N4CCN(C)CC4)nc32)cc1	-2%	i	6%
FC(F)(F)c1ccccc1-c1ccc2ncnc(NCCN3CCOCC3)c2c1	6%	1%	10%

Following part.
SMILES	aGlu spleen mod	RECQ1 helicase	GoLoco inh red
COc1ccccc1CN1CCC2(CC1)CCN(C(=O)c1c(C)noc1C)CC2	-1%	-5%	4%
O=c1c(-c2ccccc2)nc2cncnc2n1Cc1ccc(F)cc1	6%	-2%	8%
COc1ccccc1CN1CCC2(CC1)CCN(C(=O)c1cccc(F)c1)CC2	-3%	-12%	5%
CN(C)c1nc(-c2cccc(C#N)c2)nc2ccccc12	7%	i	-2%
O=C(c1cc(C(F)(F)F)cc(C(F)(F)F)c1)N1CCC2(CCCN(Cc3nccs3)C2)CC1	4%	13%	0%
O=C(Nc1cccc(F)c1)N1CCC2(CC1)CCN(C(=O)c1ccco1)CC2	-7%	-9%	3%
O=c1c(-c2ccc(F)cc2)nc2cnc(N3CCNCC3)nc2n1Cc1cccs1	0%	-6%	-10%
O=c1c(-c2cccc(Cl)c2)nc2cncnc2n1Cc1ccc(F)cc1	9%	i	8%
O=C(c1ccco1)N1CCC[C@@]2(CCN(C(c3ccccc3)c3ccccc3)C2)C1	-5%	-13%	10%
COc1ccc(C(=O)N2CCC[C@@]3(CCN(CC(C)C)C3)C2)cc1	1%	-5%	2%
N#Cc1ccccc1-c1ccc2ncnc(NCc3cccs3)c2c1	9%	3%	-1%
CC(C)NC(=O)N1CC[C@@]2(CCCN(C(=O)c3cccn3C)C2)C1	-3%	i	-5%
COc1ncc2nc(-c3ccc(F)cc3)c(=O)n(C)c2n1	6%	-4%	21%
CNc1ncnc2ccc(-c3ccccc3CN(C)C)cc12	3%	-4%	-14%
CN(C)c1ccc(-c2ccc3ncnc(N(C)Cc4ccco4)c3c2)cc1	5%	12%	5%
COc1ccccc1CN1CCC2(CC1)CCN(C(=O)c1cccn1C)CC2	9%	i	8%
c1ccc(CNc2cc(-c3ccoc3)ncn2)cc1	-2%	-9%	29%
O=c1c(-c2cccc(Cl)c2)nc2cncnc2n1Cc1ccccc1	-2%	-5%	23%
COc1ccc(-c2nc3cnc(Nc4cccc(OC)c4)nc3n(CCC#N)c2=O)cc1	1%	i	2%
CC(=O)N1CCC2(CCCN(C(=O)Nc3cccc(F)c3)C2)CC1	-9%	-12%	5%

An excerpt of these results, comma-delimited.
canonical_smiles,aGlu spleen mod,RECQ1 helicase,GoLoco inh red
O=S(=O)(c1ccccc1)N1CCC2(CCN(C(c3ccccc3)c3ccccc3)CC2)CC1,-5%,-5%,-2%
CNc1nc(-c2cccc(C#N)c2)nc2ccccc12,10%,i,10%
O=C(c1cnccn1)N1CCC2(CC1)CCN(c1ncccn1)CC2,-11%,-9%,6%
N#Cc1cccc(-c2nccc(-n3ccnc3)n2)c1,-3%,i,-3%
CC(C)NC(=O)N1CCC2(CC1)CCN(S(C)(=O)=O)CC2,15%,-13%,6%
COc1ccc2[nH]cc(CCNc3nc(-c4cccc(C#N)c4)nc4ccccc34)c2c1,-1%,i,3%
Cc1cnc(CNc2nc(-c3c(C)noc3C)nc3ccccc23)cn1,4%,i,0%
Cc1ccccc1-c1cc(N(C)Cc2ccco2)ncn1,0%,i,-2%
FC(F)(F)c1ccccc1-c1nc(NC2CC2)c2ccccc2n1,-8%,-9%,12%
N#Cc1cccc(NC(=O)N2CC3(CCN(C(=O)c4cnccn4)CC3)C2)c1,-6%,-5%,-5%
COc1ccc(-n2c(=O)c(C)nc3cnc(Oc4ccccc4)nc32)cc1,9%,-10%,49%[activator]
COc1ccccc1CN1CCC2(CC1)CCN(C(=O)c1c(C)noc1C)CC2,-1%,-5%,4%
O=c1c(-c2ccccc2)nc2cncnc2n1Cc1ccc(F)cc1,6%,-2%,8%
COc1ccccc1CN1CCC2(CC1)CCN(C(=O)c1cccc(F)c1)CC2,-3%,-12%,5%
CN(C)c1nc(-c2cccc(C#N)c2)nc2ccccc12,7%,i,-2%
O=C(c1cc(C(F)(F)F)cc(C(F)(F)F)c1)N1CCC2(CCCN(Cc3nccs3)C2)CC1,4%,13%,0%
O=C(Nc1cccc(F)c1)N1CCC2(CC1)CCN(C(=O)c1ccco1)CC2,-7%,-9%,3%
O=c1c(-c2ccc(F)cc2)nc2cnc(N3CCNCC3)nc2n1Cc1cccs1,0%,-6%,-10%
O=c1c(-c2cccc(Cl)c2)nc2cncnc2n1Cc1ccc(F)cc1,9%,i,8%
O=C(c1ccco1)N1CCC[C@@]2(CCN(C(c3ccccc3)c3ccccc3)C2)C1,-5%,-13%,10%
COc1ccc(C(=O)N2CCC[C@@]3(CCN(CC(C)C)C3)C2)cc1,1%,-5%,2%
N#Cc1ccccc1-c1ccc2ncnc(NCc3cccs3)c2c1,9%,3%,-1%
CC(C)NC(=O)N1CC[C@@]2(CCCN(C(=O)c3cccn3C)C2)C1,-3%,i,-5%

The list goes on:
SMILES	aGlu spleen mod	RECQ1 helicase	GoLoco inh red
Cc1cnc(CNc2cc(-c3cccc(C#N)c3)ncn2)cn1	3%	4%	-5%
COc1ccccc1CN1CCC2(CC1)CCN(S(=O)(=O)c1ccccc1)CC2	-8%	i	8%
c1csc(CNc2ccnc(-c3ccoc3)n2)c1	6%	-12%	3%
COCC(=O)N1CCC2(CCCN(C(=O)Nc3ccc(OC)cc3)C2)CC1	0%	-7%	2%
COc1cccc(Cn2c(=O)c(-c3cn(C)c4ccccc34)nc3cnc(N4CCOCC4)nc32)c1	-5%	-8%	18%
COc1ccccc1CN1CC[C@@]2(CCCN(C(C)=O)C2)C1	-8%	-5%	-4%
Cn1cc(-c2nc3cncnc3n(C3CC3)c2=O)c2ccccc21	-7%	-6%	25%
O=C(c1cccc(F)c1)N1CCC[C@@]2(CCN(c3ccccc3)C2)C1	-1%	-4%	-7%
O=C(c1csnn1)N1CCC2(CC1)CCN(C(c1ccccc1)c1ccccc1)CC2	0%	-9%	12%
CN1CCCC2(CCN(C(=O)c3cccc(F)c3)CC2)C1	7%	-4%	-14%
COc1ccccc1CNc1ccnc(-c2ccc(N(C)C)cc2)n1	15%	0%	0%
COc1ccc(Oc2ncc3nc(C)c(=O)n(Cc4ccc(F)cc4)c3n2)cc1	4%	i	49%[activator]
O=C(Oc1ccccc1)N1CCC2(CC1)CCN(c1cccc(-c3ccccc3)c1)CC2	-4%	-7%	16%
COc1ccc(-c2nc3cnc(OCc4ccccc4)nc3n(CCC#N)c2=O)cc1	3%	-14%	-9%
CC(C)NC(=O)N1CCC2(CC1)CCN(C(=O)c1cc(C(F)(F)F)cc(C(F)(F)F)c1)CC2	-5%	-6%	8%
COCCn1c(=O)c(-c2ccc(F)cc2)nc2cnc(OC)nc21	-1%	-6%	5%
O=C(Nc1ccccc1)N1CCCC2(CCN(C(=O)c3ccco3)CC2)C1	-4%	-6%	2%
Cc1noc(C)c1-c1ccc2ncnc(Nc3ccccc3)c2c1	2%	-1%	11%
CN(Cc1ccco1)c1ncncc1-c1cccc(C#N)c1	-4%	-10%	3%
COc1ccc(-n2c(=O)c(C)nc3cnc(N4CCOCC4)nc32)cc1	-10%	i	26%
COc1cccc(-c2cncnc2NCc2cnc(C)cn2)c1	5%	-3%	-11%
N#Cc1ccc(CN2CCC3(CC2)CCN(C(=O)c2cccc(F)c2)CC3)cc1	13%	i	3%
COCCn1c(=O)cnc2cnc(Oc3cccc(Cl)c3)nc21	-15%	-3%	9%
COc1cccc(-c2nccc(NCc3cnc(C)cn3)n2)c1	2%	-7%	7%
O=C(c1cnccn1)N1CCC2(CCCN(Cc3ccncc3)C2)CC1	0%	-1%	8%
Cc1nc2cnc(Oc3ccccc3)nc2n(Cc2cccs2)c1=O	-4%	i	24%
COc1cccc(Cn2c(=O)c(C)nc3cnc(OC)nc32)c1	-10%	-6%	27%
CS(=O)(=O)N1CCC2(CCN(C(c3ccccc3)c3ccccc3)CC2)CC1	8%	-9%	0%
O=C(c1cnccn1)N1CCC2(CCCN(Cc3ccccc3)C2)CC1	-4%	-4%	7%
COc1ccc(Oc2ncc3ncc(=O)n(C4CC4)c3n2)cc1	-8%	i	7%
Cc1nc2cnc(N3CCOCC3)nc2n(Cc2ccc(F)cc2)c1=O	4%	0.63µM*	13%
CCNc1ncc2nc(-c3cc(F)cc(F)c3)c(=O)n(C[C@H]3CCCO3)c2n1	-1%	-2%	0%
O=C(Nc1cccc(F)c1)N1CCCC2(CCN(C(=O)c3csnn3)CC2)C1	7%	-2%	3%
COc1ccc(CNc2cc(-c3cccnc3)ncn2)c(OC)c1	1%	-5%	-2%
CN1CCN(c2ncc3ncc(=O)n(CCC#N)c3n2)CC1	4%	-7%	6%
CN(C)C(=O)c1ccc(-c2cncnc2Nc2ccccc2)cc1	3%	i	-5%
COc1cccc(Cn2c(=O)cnc3cnc(N4CCN(C)CC4)nc32)c1	0%	-7%	41%[activator]
Cc1noc(C)c1C(=O)N1CCC[C@@]2(CCN(C(=O)Nc3cccc(C#N)c3)C2)C1	-8%	i	3%
COc1ccc(-c2nc3cnc(Oc4ccccc4)nc3n(C3CC3)c2=O)cc1	8%	i	4%
COc1ccc(-c2nc3cnc(N4CCOCC4)nc3n(Cc3cccs3)c2=O)cc1	-4%	i	5%
CS(=O)(=O)Nc1cccc(-c2nc(Nc3ccncc3)c3ccccc3n2)c1	3%	9%	4%
c1ccc(CNc2ncnc3ccc(-c4cccnc4)cc23)cc1	13%	4%	8%
O=C(c1csnn1)N1CCC2(CCN(Cc3nccs3)CC2)CC1	1%	-2%	4%
O=c1c(-c2ccc(F)c(F)c2)nc2cncnc2n1Cc1ccc(F)cc1	4%	-13%	-3%
